Compound activity from PubChem BioAssay.
GPR55 LPI antagonism: inhibition of LPI-stimulated GPR55 beta-arrestin translocation – imaging, U2OS, beta-arrestin-GFP, LPI agonist, primary screen (AID 2013) | U2OS GPR55 beta-arrestin-GFP translocation imaging, LPI antagonism; higher % means a stronger effect | inhibition, % at 10 µM; hits with a dose series show IC50 in µM | 290,000 compounds, 0.13% hits;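 active = spots per cell inhibited over 60%, with over 100 cells counted and total cytoplasm intensity under 500,000; inconclusive = wells with under 100 cells, flagged as likely toxic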;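 also: U2OS cells stably carrying GPR55 and arrestin-GFP stimulated by 5 µM LPI near EC80; imaged beta-arrestin-GFP aggregate spots per cell after agonist stimulation; plate controls were LPI-stimulated DMSO wells for no effect and DMSO wells without LPI for full effect; some results filed as inactive read as strong as hits; confirmed hits need IC50 under 10 µM and bright autofluorescent wells are also inconclusive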
GPR55 activation: GPR55 agonists via beta-arrestin recruitment, primary screen, imaging, U2OS cells, beta-arrestin-GFP redistribution (AID 1961). U2OS GPR55 beta-arrestin-GFP redistribution imaging; higher % means a stronger effect. activation, % at 10 µM; hits with a dose series show EC50 in µM. 290,000 compounds, 0.048% hits;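 active = activation above 40% with more than 50 cells counted in the well; inconclusive = wells holding fewer than 50 cells, flagged as toxic or sparse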;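 also: U2OS osteosarcoma cells stably expressing GPR55 and beta-arrestin-GFP; plate controls were DMSO negative control for no effect and LPI positive control for full effect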
Large T inhibition: SV40 large T antigen inhibitors, biochemical (AID 1903) | SV40 large T antigen ATPase/helicase inhibition assay; higher % means a stronger effect | one-dose inhibition, % at 20 µM; IC50 in µM for titrated hits | 310,000 compounds, 0.39% hits; in the data active = a potency from the dose series; inconclusive = inhibition mostly from about 32% at the one dose, without a potency; inactive = the rest, 99 in 100 with inhibition below about 32%; also: strong numbers were not always called active
Rac1 GTP hydrolysis: MgcRacGAP GTPase-activating activity inhibitors, confirmation, biochemical, ADP Hunter fluorescence. MgcRacGAP-stimulated Rac1 GTP hydrolysis, ADP Hunter fluorescence; higher % means a stronger effect; GST-tagged Rac1 F28L mutant substrate. one-dose inhibition, % at 30 µM; IC50 in µM for titrated hits. 340,000 compounds, 0.6% hits;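 active = first-screen hits whose inhibition reached a set limit at any dose in the follow-up dose series; inconclusive = inhibition above the set first-screen limit but never retested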;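 also: fluorescence reports GDP produced by GAP-driven GTP hydrolysis; strong numbers were not always called active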
AID2073: disruptors of CaV2.2 binding to Mint1 – biochemical, HTRF (AID 2073). HTRF protein-protein interaction, Mint1-CaV2.2; higher % means a stronger effect. inhibition, % at 20 µM; hits with a dose series show IC50 in µM. 290,000 compounds, 0.19% hits; in the data active = inhibition mostly above about 51%, no sharp cut-off; inconclusive = no clear call, values can overlap the other calls; inactive = mostly below about 53%; also: some results filed as inactive read as strong as hits
GPR35 antagonists: GPR35 antagonists blocking zaprinast-driven arrestin recruitment, primary screen, imaging, U2OS, beta-arrestin-GFP, zaprinast agonist (AID 2058) | U2OS GPR35 beta-arrestin-GFP translocation imaging, zaprinast antagonism; higher % means a stronger effect | inhibition, % at 10 µM, or IC50 in µM where a hit was titrated | 290,000 compounds, 0.052% hits;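 active = inhibition of at least 50% with at least 30 cells and total cytoplasm GFP at most 10,000,000; inconclusive = under 30 cells or total GFP of 10,000,000 plus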
NTR1 agonist: NTR1-driven beta-arrestin-GFP spot formation – imaging, U2OS cells, high content, primary screen (AID 493036). P30989. agonist mode. activation, % at 20 µM. 330,000 compounds, 0.17% hits;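 active = activation at or above 40% of the spot to cytoplasm intensity ratio, with at least 20 cells analyzed; inconclusive = wells under 20 cells, flagged as cytotoxic or low count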;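 also: 0% = DMSO without peptide and 100% = 100 nM NTR1 peptide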
Target sequence (P30989 whole entry, looked up): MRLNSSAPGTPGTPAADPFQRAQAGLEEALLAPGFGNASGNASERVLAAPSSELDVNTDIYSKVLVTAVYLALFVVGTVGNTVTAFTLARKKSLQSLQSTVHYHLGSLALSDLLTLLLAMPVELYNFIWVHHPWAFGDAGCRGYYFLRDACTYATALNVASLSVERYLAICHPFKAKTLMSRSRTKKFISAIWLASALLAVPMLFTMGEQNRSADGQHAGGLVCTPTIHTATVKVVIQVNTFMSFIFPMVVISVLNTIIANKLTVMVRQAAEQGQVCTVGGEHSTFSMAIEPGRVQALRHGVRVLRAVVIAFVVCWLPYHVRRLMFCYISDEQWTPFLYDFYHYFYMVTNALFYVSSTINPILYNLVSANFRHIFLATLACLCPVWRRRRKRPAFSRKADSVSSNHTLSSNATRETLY
Dengue-2 NS5 capping: Dengue-2 NS5 methyltransferase inhibitors, primary screen, biochemical, confirmation dose response (AID 588689); Dengue-2 NS5 methyltransferase capping enzyme assay, biochemical; higher % means a stronger effect; one-dose inhibition, % at 25 µM; IC50 in µM for titrated hits; 340,000 compounds, 0.3% hits; in the data active = a potency from the dose series; inconclusive = inhibition above about 29% without an active follow-up result
Yfh1-off respiration: mitochondrial function rescue without frataxin homolog – Friedreich's ataxia, plus single-dose screen, dose response (AID 1465); S. cerevisiae Yfh1-off respiration, WST-1 reduction, 72 h; higher fold induction means a stronger effect; one-dose fold induction at 50 µM; EC50 in µM for titrated hits; 220,000 compounds, 0.074% hits;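 active = fold induction of absorbance versus untreated yeast above a set limit, then at least 30% activation at any dose in follow-up; inconclusive = repeats straddling the limit, or above it without dose testing; inactive = fold induction below the set limit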;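 also: activators that raise dye reduction in frataxin-depleted yeast; strong numbers were not always called active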
NTR1 agonist cell count 20 µM: also measured in NTR1 agonist; calls as there; cell count; measured here: cell count, cytotoxicity flag
Numbers without * were called inactive; i = inactive; ? = inconclusive; / = no result given.

SMILES	GPR55 LPI antagonism	GPR55 activation	Large T inhibition	Rac1 GTP hydrolysis	AID2073	GPR35 antagonists	NTR1 agonist	NTR1 agonist cell count 20 µM	Dengue-2 NS5 capping	Yfh1-off respiration
CCC1(c2ccccc2)NC(=O)N(CC(=O)Nc2cc(S(=O)(=O)N3CCCCC3)ccc2N(C)C)C1=O (stereo unspecified)	/	/	7.2%	8.0%	/	/	1.8	58	-8.2%	/
CCCCn1c(N)c(N(Cc2ccccc2OC)C(=O)CSCC(=O)Nc2cccc(C)c2)c(=O)[nH]c1=O	12.3%	0.2%	26.9%	5.0%	-4.3%	6.8%	2.0	62	0.7%	/
COCCCNC(=O)C(=O)NCC1CCCN1S(=O)(=O)c1cccs1 (stereo unspecified)	/	/	8.6%	2.3%	/	/	-0.7	53	2.2%	/
O=C(NCc1cccs1)C1CC(O)CN1C(=O)Nc1ccccc1 (stereo unspecified)	-10.9%	-0.2%	3.5%	-0.4%	4.2%	3.5%	0.1	48	-2.4%	/
CCCn1c(SCC(=O)N2CCOCC2)nnc1-c1ccncc1	9.1%	-0.2%	5.2%	2.4%	-0.3%	-5.1%	-1.3	58	-4.9%	/
Cc1ccc([C@H]2C(C#N)=C(N)Oc3cc(C)oc(=O)c32)o1	-9.9%	0.0%	1.5%	5.0%	-44.8%	6.5%	3.8	83	-9.6%	i
CCc1nnc(NC(=O)CC23CC4CC(CC(Br)(C4)C2)C3)s1	4.8%	-0.4%	23.4%	2.2%	-4.0%	3.5%	-0.4	58	-5.1%	/
CCc1ccc(/C=C2\CN(CC)Cc3c2nc2ccccc2c3C(=O)O)cc1	-7.8%	0.6%	13.9%	5.3%	2.2%	-11.3%	0.7	73	16.4%	i
Cc1ccc(S(=O)(=O)CCc2nc3ccccc3[nH]2)cc1	-2.6%	0.6%	11.6%	0.1%	10.6%	-4.8%	-1.1	62	-6.7%	i
CC1CC(C)CN(C(=O)CNC(=O)c2ccc3ccccc3c2)C1 (stereo unspecified)	13.4%	-0.1%	-5.4%	8.5%	5.2%	8.5%	1.4	66	-4.5%	/
Cc1c(NC(=O)C(C)OC(=O)Cc2ccc(F)cc2)c(=O)n(-c2ccccc2)n1C (stereo unspecified)	/	/	7.9%	13.6%	/	/	-0.3	62	-8.8%	/
Cc1ccc(C2CC(=O)C=C(Nc3ccc(Cl)cc3)C2)cc1 (stereo unspecified)	3.6%	-0.5%	8.6%	11.8%	-4.4%	5.7%	1.8	72	-4.5%	i
COc1ccc(-c2nc3ccccc3o2)cc1NC(=O)CSc1ccc(Cl)cc1	1.4%	2.0%	0.5%	11.4%	21.9%	1.9%	12.0	79	1.6%	i
COc1cc(C2Nc3ccc4ccccc4c3C3=C2C(=O)CC(C)(C)C3)ccc1OC(C)C(=O)O (stereo unspecified)	4.9%	-0.1%	5.7%	12.3%	40.6%	1.7%	0.8	92	4.6%	/
COc1cccc(CNC(=O)CCCc2nnc3n(C)c(=O)c4sccc4n23)c1	-3.3%	-0.2%	11.8%	8.9%	15.3%	-3.8%	2.0	65	0.8%	/
Cc1ccc(C)c(C(=O)COC(=O)CNS(=O)(=O)c2ccccc2)c1	6.5%	-0.1%	4.7%	2.7%	1.5%	5.7%	1.3	43	-5.3%	/
COc1ccccc1CN1CC(C(=O)NCCCc2ccc(F)cc2)CCC1=O (stereo unspecified)	3.9%	-0.2%	2.3%	-3.8%	0.6%	3.2%	0.2	60	5.2%	/
O=c1nc(-c2ccccc2)c2ccccc2[nH]1	-1.6%	-0.1%	-3.0%	7.3%	10.0%	-3.0%	-0.6	53	0.0%	i
CC(C)C[C@H](NC(=O)OC(C)(C)C)c1nnc(SCC(=O)Nc2ccc(Br)cc2)o1	6.0%	0.2%	4.3%	2.5%	-7.7%	4.7%	10.6	100	-2.6%	i
CCOc1ccc(NC(=S)NCCCN2CCN(C3CCCCC3)CC2)cc1	2.0%	-0.1%	8.6%	4.1%	3.3%	-5.2%	/	/	1.9%	i
COc1cc(OC)cc(C(=O)N2CCN(Cc3ccc4c(c3)OCO4)CC2)c1	4.9%	0.3%	9.5%	188µM*	8.9%	7.1%	0.5	58	-7.0%	/
S=c1[nH]ccn1-c1cccc(Cl)c1Cl	12.5%	-0.2%	11.8%	6.0%	-27.7%	6.5%	-1.2	42	-6.9%	i
CCOC(=O)C1=NN(c2cccc(Cl)c2)C2=NC(C)=C(C(=O)OC)C(c3cccs3)N12 (stereo unspecified)	-0.7%	0.0%	0.4%	10.7%	-2.8%	-15.7%	6.8	69	1.3%	i
CC(=O)Oc1ccc(-c2cccc(C(=O)OCC(=O)N(C)c3ccccc3)c2)cc1	9.5%	-0.1%	5.4%	17.7%	5.2%	-11.1%	6.4	49	-0.7%	i
C=CCn1c(SC(C)C(=O)NCc2ccc3c(c2)OCO3)nc2scc(-c3ccccc3)c2c1=O (stereo unspecified)	25.6%	-0.1%	17.1%	11.0%	5.8%	-3.2%	2.9	78	4.0%	i
Next part:
SMILES	GPR55 LPI antagonism	GPR55 activation	Large T inhibition	Rac1 GTP hydrolysis	AID2073	GPR35 antagonists	NTR1 agonist	NTR1 agonist cell count 20 µM	Dengue-2 NS5 capping	Yfh1-off respiration
CC(=O)c1sc(Nc2cccc3ccccc23)nc1C	/	/	11.4%	3.3%	/	/	1.0	59	-3.9%	/
CN1CCC/C1=C/C=C1\SC(=S)NC1=O	4.9%	0.2%	30.2µM*	?	-26.9%	-1.7%	/	/	-6.9%	i
CCOC(=O)c1ccc2c(c1)n(CCCS(=O)(=O)[O-])c(/C=C/c1ccc(Cl)cc1)[n+]2CC	14.4%	-0.3%	10.0%	-4.4%	-0.6%	-6.7%	2.1	58	0.8%	i
CC(=O)NC1C2CN3CCN(C2)CC1(Cc1ccccc1)C3 (stereo unspecified)	-9.4%	0.1%	5.6%	3.6%	1.0%	0.6%	2.7	83	3.2%	i
CCCc1cc(=O)[nH]c(SCCOC(=O)c2ccccc2)n1	-17.4%	-0.1%	11.2%	8.8%	-6.8%	-3.5%	0.9	78	-7.8%	i
Cc1ccc(NS(=O)(=O)c2ccc(OCC(=O)NCC3CCCO3)cc2)cc1 (stereo unspecified)	-1.4%	-0.2%	1.4%	7.1%	-3.1%	-7.1%	-0.3	54	3.0%	i
COc1cccc(CNC(=O)c2cccc(S(=O)(=O)N3CCN(c4ccc(F)cc4)CC3)c2)c1	/	/	7.2%	5.2%	/	/	3.1	65	-1.5%	/
Cc1cc(SCC(=O)NCC2CCCO2)nc2ccccc12 (stereo unspecified)	6.0%	-0.1%	28.1%	7.6%	18.4%	10.0%	0.0	55	-13.8%	/
COc1cccc(CNC(=O)C2CCCN(S(=O)(=O)c3cnc[nH]3)C2)c1 (stereo unspecified)	13.6%	-0.1%	-1.0%	3.0%	-4.7%	0.2%	-2.1	59	0.0%	i
CCCCCCSc1ccc([C@@H]2[C@@H]3C(=O)N(C)C(=O)[C@@H]3[C@]3(C(=O)OC)CCCCN23)cc1OC	/	/	4.0%	5.4%	/	/	12.5	60	-6.4%	/
O=c1nc2n(c3ccc(Br)cc13)CCS2	-17.5%	0.3%	9.6%	-0.1%	-5.8%	-1.3%	2.4	64	-3.9%	i
CC(C)CC(=O)OC1C(N2CCOCC2)c2c(ccc(/C=C/C(=O)N3CCOCC3)c2O)OC1(C)C (stereo unspecified)	58.3%	-0.2%	5.6%	11.9%	24.3%	-4.5%	2.6	66	-5.1%	i
CC1CCCN(S(=O)(=O)c2ccc3oc(=O)ccc3c2)C1 (stereo unspecified)	-3.9%	-0.1%	-2.9%	5.3%	-9.1%	-2.6%	-0.4	74	-1.9%	/
CCN(CC)C(=O)COc1ccc2c3c(c(=O)oc2c1C)CCCC3	-0.3%	0.7%	14.0%	17.5%	7.9%	3.3%	-0.9	72	/	/
Cc1ccc(NS(=O)(=O)c2cc3c(cc2C)NC(=O)CO3)cc1	1.1%	0.8%	8.4%	8.7%	2.1%	-6.2%	8.1	41	-0.7%	/
Cc1cc(C)n(CCc2nc3c4ccccc4n(CC#N)c(=O)n3n2)n1	-20.6%	-0.2%	-2.6%	3.2%	-0.3%	-5.3%	-2.6	91	1.6%	i
COC(=O)Cn1c(=O)c2c(n(Cc3ccccc3)c1=O)N/C(=C/c1ccc(Br)cc1)C2=O	5.2%	0.0%	15.8%	5.9%	27.8%	-17.9%	4.4	53	-2.9%	i
C=CCOc1ccc(CNn2cn[nH]c2=S)cc1OCC	-16.4%	0.3%	-3.6%	-4.2%	-32.0%	-7.7%	1.6	62	-1.6%	i
CCc1sc(C(=O)Nc2cc(Cl)ccc2N2CCCCC2)cc1C	11.4%	-0.1%	3.7%	9.2%	7.3%	9.8%	1.1	64	-3.2%	i
Cc1ccc(C(=O)N2CCN(c3cc(=O)[nH]nc3-c3ccccc3)CC2)cc1	6.7%	0.1%	9.2%	4.7%	1.5%	1.1%	0.7	75	-11.5%	i
CC(/C=N/NC(=O)c1cc(-c2ccccc2)nc2ccccc12)=C\c1ccco1	1.5%	-0.3%	27.1%	7.2%	52.6%*	-2.9%	1.5	56	-6.9%	i
Cc1csc(NC(=O)CSc2ccccc2F)n1	-3.1%	0.2%	9.9%	-47.9%	1.3%	1.6%	1.8	54	-12.2%	i
Cc1cccc(C)c1OCC(=O)N/N=C/c1cccnc1	5.0%	-0.2%	9.6%	-0.9%	-3.6%	-4.3%	0.5	42	6.2%	/
CCOC(=O)c1cnc(COc2ccc(OC)cc2)[nH]c1=O	-6.5%	0.2%	12.4%	0.4%	-1.7%	-10.2%	-0.1	45	1.5%	i
COc1ccccc1N(C(=O)CNC(=O)c1ccco1)C(C(=O)NC1CCCCC1)c1ccncc1 (stereo unspecified)	-2.8%	?	1.5%	6.5%	-1.4%	13.1%	-1.0	66	8.9%	/
NS(=O)(=O)c1ccc(CCNC(=O)CSc2nc3ccccc3c(=O)n2CCN2CCOCC2)cc1	-3.3%	0.7%	14.1%	11.1%	18.4%	4.1%	0.0	42	-2.3%	i
Cc1noc(C)c1S(=O)(=O)N1Cc2ccccc2CC1C(=O)N(C)C (stereo unspecified)	0.7%	0.9%	3.0%	5.7%	-1.1%	-5.0%	1.0	67	-5.3%	/

Not a hit list (roughly 1.7% active in at least one column).
